Runt-CBFb FRET: inhibitors of RUNX1 Runt–CBFb binding, primary screen, biochemical, FRET, Cerulean-Runt, Venus-CBFb, uHTS | Runt-related transcription factor 1 (Homo sapiens) + Core-binding factor subunit beta … | 220,000 compounds, 0.46% hits | inhibition, % at 20 µM | Cerulean-Runt/Venus-CBFb FRET ratio 530/480, 1 h;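 active = inhibition over about 50% at 20 µM in the single-dose screen, limit read from the data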;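 note: 0% = DMSO wells and 100% = excess unlabeled CBFb competitor control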
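test system = Cerulean-Runt domain fusion protein, energy donor | probe or stimulus = Venus-CBFb binding partner, 100 nM | incubation = two 1 h room-temperature incubations shielded from light | detection = fluorescence energy transfer, 422 nm excitation, 530/480 nm emission | measure = loss of energy transfer signal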
Hck-Nef inh: inhibitors of Nef-activated human Hck kinase, primary screen, biochemical, Z-Lyte FRET, 384-well, Hck-YEEI. Tyrosine-protein kinase HCK (Homo sapiens), P08631. Recombinant Hck-YEEI plus Nef, Z-Lyte FRET kinase assay. inhibition, % at 20 µM. 220,000 compounds, 0.68% hits. AID 463187, 2010;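 active = Hck-Nef kinase inhibition above about 50%, limit read from the data; inactive = inhibition below that limit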;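 note: 0% = DMSO with Hck plus Nef and 100% = Hck alone without Nef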
FXIa inh 1536: human FXIa protease inhibitors, primary screen, biochemical, 1536-well; AID 798, 2007; 220,000 compounds, 0.14% hits; purified FXIa, Boc-Glu-Ala-Arg-AMC fluorogenic substrate; Coagulation factor XI (Homo sapiens), P03951; inhibition, % at 5 µM;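 active = inhibition of at least 40%; inactive = inhibition below 40%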;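 note: fluorescence of freed AMC excited at 355 nm; 0% = enzyme without compound and 100% = no enzyme blank; many of its hits are not listed in these tables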
thrombin 1536: human alpha-thrombin inhibitors, primary screen, counter-screen for coagulation protease inhibitor project, biochemical, 1536-well, fluorogenic AMC substrate. Prothrombin (Homo sapiens), P00734. Boc-VPR-AMC fluorogenic substrate cleavage. inhibition, % at 5 µM. 220,000 compounds, 0.26% hits. AID 1046, 2008;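 active = inhibition at or above 40%; inactive = inhibition below 40%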;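 note: 0% = enzyme with no compound and 100% = wells without enzyme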
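System – human alpha-thrombin · Medium – pH 7.5 Tris (50 mM) with NaCl 150 mM, Tween 20 0.05% · Compound – single-point dosing at 5 µM, 0.2% DMSO · Incubation – enzyme reaction carried out at room temperature · Technique – fluorescence of released AMC, ex 355 nm, em 460 nm · Read-out basis – % inhibition of thrombin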
KLK5 inh: human KLK5 protease inhibitors, primary screen, biochemical, 1536-well | 210,000 compounds, 0.59% hits | recombinant hK5, fluorogenic AMC substrate cleavage | Kallikrein-5 (Homo sapiens), Q9Y337 | inhibition, % at 5 µM | AID 873, 2007;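 active = inhibition of 40% or more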;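 note: 0% = enzyme controls without compound and 100% = no-enzyme blanks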
Target sequence (Q9Y337 67-293 limits assumed): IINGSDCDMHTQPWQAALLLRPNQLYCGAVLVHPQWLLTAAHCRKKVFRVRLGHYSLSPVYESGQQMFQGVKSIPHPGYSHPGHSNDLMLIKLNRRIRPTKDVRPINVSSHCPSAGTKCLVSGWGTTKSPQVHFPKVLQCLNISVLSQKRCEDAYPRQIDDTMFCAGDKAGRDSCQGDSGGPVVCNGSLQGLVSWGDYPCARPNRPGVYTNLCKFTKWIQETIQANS
FXIIa inh 1536: human FXIIa protease inhibitors, primary screen, biochemical, 1536-well; purified FXIIa, Boc-QGR-AMC fluorogenic substrate, 2 h; inhibition, % at 5 µM; 220,000 compounds, 0.3% hits; AID 800, 2007; in the data active = inhibition above about 40%;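 note: 0% = enzyme with no compound and 100% = blank without enzyme; many of its hits are not listed in these tables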
14-3-3 Bad PPI: inhibitors of 14-3-3 zeta/Bad binding, primary screen, biochemical, TR-FRET, bovine 14-3-3 zeta; 14-3-3 protein zeta/delta (Bos taurus), P63103; TR-FRET 14-3-3zeta/Dy647-pBad peptide displacement, 1 h; inhibition, % at 21.7 µM; 220,000 compounds, 0.71% hits;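 active = inhibition above about 70%, limit read from the data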;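 note: 0% = full 14-3-3 plus peptide FRET controls and 100% = background without 14-3-3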
Target sequence (P63103 whole entry, looked up): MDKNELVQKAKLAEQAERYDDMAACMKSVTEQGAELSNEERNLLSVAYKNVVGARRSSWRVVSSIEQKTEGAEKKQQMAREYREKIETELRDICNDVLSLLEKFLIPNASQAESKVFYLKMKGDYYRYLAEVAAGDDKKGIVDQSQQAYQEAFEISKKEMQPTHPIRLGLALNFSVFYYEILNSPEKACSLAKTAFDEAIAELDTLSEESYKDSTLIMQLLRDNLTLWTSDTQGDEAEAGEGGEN
Wee1 degr inh: Wee1 degradation inhibitors, primary screen, cell-based, HeLa, Wee1K328M-luciferase, luminescence | HeLa Luc-Wee1K328M stability; 100% = proteasome inhibitor MG132 effect | reporter increase, % at 5 µM | 220,000 compounds, 1.2% hits;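 active = activation above the mean of all tested compounds plus 3 SD, set per screening run, cut at about 8.8% in these data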;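 note: cells exposed to compound for 20 h before luminescence read; 0% = DMSO alone and 100% = MG132 at 30 µM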
Target sequence (P30291 whole entry K328M): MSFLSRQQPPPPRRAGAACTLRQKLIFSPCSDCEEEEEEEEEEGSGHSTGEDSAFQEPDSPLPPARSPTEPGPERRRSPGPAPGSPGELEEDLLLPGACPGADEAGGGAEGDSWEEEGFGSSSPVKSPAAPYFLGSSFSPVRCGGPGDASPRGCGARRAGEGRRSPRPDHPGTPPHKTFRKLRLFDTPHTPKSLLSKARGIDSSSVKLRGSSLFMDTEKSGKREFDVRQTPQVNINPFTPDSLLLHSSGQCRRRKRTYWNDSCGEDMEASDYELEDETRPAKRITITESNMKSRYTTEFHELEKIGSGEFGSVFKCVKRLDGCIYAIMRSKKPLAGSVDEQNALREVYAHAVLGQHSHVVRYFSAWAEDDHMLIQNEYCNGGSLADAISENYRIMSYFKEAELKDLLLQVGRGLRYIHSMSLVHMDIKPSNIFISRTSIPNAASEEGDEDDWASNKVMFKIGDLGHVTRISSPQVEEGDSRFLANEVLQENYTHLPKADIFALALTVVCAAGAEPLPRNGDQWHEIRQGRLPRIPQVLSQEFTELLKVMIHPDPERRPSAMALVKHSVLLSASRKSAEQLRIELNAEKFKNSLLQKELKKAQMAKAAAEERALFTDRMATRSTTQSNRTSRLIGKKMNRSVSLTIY
Runt-SMMHC FRET: inhibitors of RUNX1 Runt–CBFb-SMMHC binding, primary screen, biochemical, FRET, Cerulean-Runt, Venus-CBFb-SMMHC, uHTS; inhibition, % at 20 µM; Runt-related transcription factor 1 (Homo sapiens) + Core-binding factor subunit beta …; 220,000 compounds, 0.74% hits; Cerulean-Runt/Venus-CBFb-SMMHC FRET ratio 530/480, 1 h;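 active = mean inhibition across duplicate retests at 20 µM reaching about 50%, limit read from the data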;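 note: 0% = DMSO wells and 100% = wells with excess untagged CBFb-SMMHC; inhibitors lower the FRET ratio by blocking Runt binding to CBFb-SMMHC; some results filed as inactive read as strong as hits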
* marks the source's active call; other numbers are inactive results; nt = not tested or not shown; [ ] = remark or other dose.

SMILES	Runt-CBFb FRET	Hck-Nef inh	FXIa inh 1536	thrombin 1536	KLK5 inh	FXIIa inh 1536	14-3-3 Bad PPI	Wee1 degr inh	Runt-SMMHC FRET
CC1Cc2ccccc2N1C(=O)COC(=O)c1c2c(nc3ccccc13)CCCCC2 (centres undefined)	0	2	24	-3	-21	24	-5	0	-2
O=C(OCC#CCSc1nnc(-c2ccccc2)o1)c1ccco1	-2	-5	3	1	-30	11	3	1	-2
CC1(C)CC(C(=O)NCCC(c2ccccc2)c2ccco2)CCO1 (centres undefined)	0	4	0	-12	-13	8	-3[fluorescence artefact?]	0	-2
CNc1cnn(-c2ccc(C)cc2)c(=O)c1Sc1ccc(C)cc1	-2	-2	-6	-5	-11	0	-4	6	1
COC(=O)c1[nH]c2ccc(C)cc2c1NC(=O)CN1CCN(C(=O)c2ccccc2)CC1	-2	0	-6	-4	-24	-3	1	1	0
COc1ccc(CNC(=O)CN2C(=O)C(C)N(c3ccc(C)cc3)C2=O)cc1 (centres undefined)	1	2	7	-5	-18	12	8	1	-1
COc1cc(C(F)(F)F)nc(-c2ccccn2)n1	2	-11	0	-1	2	11	-4	0	33
Nn1c(Cc2cccc3ccccc23)nnc1SC1CCOC1=O (centres undefined)	4	0	8	2	-9	22	-3	0	4
COC(=O)c1sc(S(=O)(=O)N2CCC(C(=O)O)CC2)c(C(=O)OC)c1C	0	12	-4	0	-6	15	4	-1	1
O=C(NCCc1ccc(F)cc1)c1cc(=O)c2ccccc2o1	2	8	-2	5	-13	6	-5	2	-3

Among those listed so far, these contain a halogen.
SMILES	Runt-CBFb FRET	Hck-Nef inh	FXIa inh 1536	thrombin 1536	KLK5 inh	FXIIa inh 1536	14-3-3 Bad PPI	Wee1 degr inh	Runt-SMMHC FRET
COc1cc(C(F)(F)F)nc(-c2ccccn2)n1	2	-11	0	-1	2	11	-4	0	33
O=C(NCCc1ccc(F)cc1)c1cc(=O)c2ccccc2o1	2	8	-2	5	-13	6	-5	2	-3

(list continues)
SMILES	Runt-CBFb FRET	Hck-Nef inh	FXIa inh 1536	thrombin 1536	KLK5 inh	FXIIa inh 1536	14-3-3 Bad PPI	Wee1 degr inh	Runt-SMMHC FRET
C[C@@H](C(=O)Nc1nc2ccccc2s1)N1C(=O)C2CC=CCC2C1=O (some centres undefined)	1	23	3	-12	-2	-1	-1	0	1
COc1cccc(-n2nnc3c(=O)n(Cc4cccc(F)c4)cnc32)c1	1	-1	1	-5	-9	2	12[fluorescence artefact?]	-3	0
c1ccc(-c2noc(-c3ccccc3-c3ccccc3)n2)cc1	-2	2	-6	1	-21	11	-3	0	-7
CCn1c(NC2CCCCC2)nc2ccccc21	-1	9	-7	2	-37	0	-1	0	-2
COc1nc(OC)nc(N2CCC(NC(=O)C(Cc3cccc(OC)c3OC)NC(C)=O)CC2)n1 (centres undefined)	1	15	0	2	4	15	2	3	0
O=C1Cc2ccccc2Sc2ccccc21	-2	0	0	-2	2	10	1[fluorescence artefact?]	4	4
COc1ccc(OC)c(-c2c(=O)n(OCc3ccccc3Br)c3ccccc3[n+]2[O-])c1	-2	2	10	-2	-13	7	-1	-3	1
COc1ccc(CCNC(=O)C2CC(=O)N(c3ccc(Br)cc3)C2)cc1OC (centres undefined)	1	-9	-4	-11	-5	2	-3	0	-2
CCOc1ccc(C(=O)SC2=NCCS2)cc1	-1	1	8	-3	-3	7	3	0	-1
O=C(CCCn1c(=O)[nH]c2cc(Cl)ccc2c1=O)NCCC1=CCCCC1	-4	1	-5	-8	-12	-8	-13	0	-2
O=C(CCS(=O)(=O)c1ccccc1)Nc1ccccc1N1CCOCC1	-2	16	-5	-9	-4	5	-9	0	1
O=c1c2[nH]c3cccc(Cl)c3c2ncn1CCN1CCCCC1	0	2	19	0	-21	43*	-8	1	-25
O=C(CSC1=NCCN1)C1COc2ccccc2O1 (centres undefined)	4	-1	-2	-4	0	3	-6[fluorescence artefact?]	12*	-1
O=C(CN1CCOCC1)Nc1cccc(Br)c1	0	6	-2	-1	0	9	10[fluorescence artefact?]	2	0
CN(C)CC(=O)c1c(N)n(Cc2ccccc2)c(=O)n(C)c1=O	-2	5	-4	-4	-1	3	0	-2	-3
CCn1nc(CC(=O)Nc2ccc(-n3cnnn3)c(OC)c2)c2ccccc2c1=O	-1	-2	2	0	-9	10	3	-2	-1
COc1ccc(-n2c(SCC(=O)NCCCN3CCCC3=O)nnc2C(C)N2CCCCC2)cc1 (centres undefined)	-1	15	-1	5	0	6	-23	-2	1
Cc1ccccc1N1CCN(S(=O)(=O)c2ccccc2)CC1	-1	2	20	1	-4	29	14	-1	-1
Cc1cccc(OCCCC(=O)Nc2ccc(N(C)C)cc2)c1	6	2	20	2	-20	25	9	0	25
Cc1c(C(=O)Nc2ccccc2[N+](=O)[O-])csc1-c1ccccc1	-4	-1	2	-8	-2	7	-1[fluorescence artefact?]	0	-2
COc1ccc(C(CC(=O)NCCCN2CCOCC2)NS(=O)(=O)c2ccc(C)cc2)cc1 (centres undefined)	-2	0	-2	2	14	10	-11	0	-3
CCOC(=O)C1=NN(C(=O)c2ccccc2)C(O)(c2ccc(C)cc2)C1 (centres undefined)	0	-1	-5	-11	-22	-4	-17[fluorescence artefact?]	15*	-1
CCN(CC)CCOC(=O)c1ccccc1Br	nt	12	-25	1	-20	-2	-11	-2	2
Cc1ccsc1/C=N/NC(=O)Nc1ccccc1	-1	-3	-5	2	1	8	-6	-1	-4
O=C(Nc1ccc(C(=O)N2CCCC2)cc1)Nc1ccc(Cl)cc1Cl	1	1	16	-2	-10	7	0	1	-3
c1ccc(Cc2nnc3sc(C4COc5ccccc5O4)nn23)cc1 (centres undefined)	4	0	12	0	-6	2	-12[fluorescence artefact?]	-2	2
CCOC(=O)c1cccc(NC(=O)Cn2cc3c(n2)CCC(C)C3)c1 (centres undefined)	2	-7	2	-3	-1	12	-1	1	-5
COc1ccccc1/C=C/C=N/NC(=O)CN1CCN(Cc2ccccc2)CC1	2	8	7	-5	4	1	-6	0	-3
Cc1ccnc(NC(=O)CCC(=O)N(CC(=O)NC2CCCCC2)Cc2ccccc2)c1	nt	18	-1	-13	1	5	-8	0	nt
COCCn1c(=N)c(C(=O)NCc2ccco2)cc2c(=O)n3cc(C)ccc3nc21	nt	86*	-2	-19	0	4	-9	0	nt
O=C(O)Cc1ccc(C(=O)c2ccccc2)s1	0	-18	19	1	-7	30	8	-3	0
COCC(C)n1c(SCC(=O)N2CCCCC2)nc2ccccc2c1=O (centres undefined)	-1	1	3	-9	3	3	-1	0	-1
CCC(CO)Nc1nc(CN2CCCCC2)nc2scc(-c3ccccc3)c12 (centres undefined)	3	3	-3	-18	-7	0	9[fluorescence artefact?]	2	0
Cc1c(C(N)=O)sc(N)c1C(=O)OC(C)C	3	2	-2	-3	1	-3	2[fluorescence artefact?]	1	0
C/C(O)=C(\C#N)c1nnc2n1CCCCC2	0	5	-7	-11	1	-4	11	0	-4
CCOc1ccc(-c2cc(C(=O)O)c3ccccc3n2)cc1	0	1	-2	-4	-62	-13	14	0	2
CCCn1c(SCC(=O)c2cc(OC)ccc2OC)nnc1C(C)C	-1	0	1	0	-15	13	nt	-1	0
CN(C)S(=O)(=O)c1ccc(Cl)c(C(=O)NCc2ccco2)c1	5	4	6	3	-8	16	5	-1	-3
COc1ccc(NC(=O)Nc2ccc(C(C)C)cc2)cc1	-1	24	-6	-8	-3	3	-7	-2	1
CNC(=S)N/N=C/c1cccc(OCc2ccccc2F)c1	-2	2	5	0	-18	12	-16	-4	1
CCn1c(=O)n(CC)c2cc(S(=O)(=O)Nc3c(C)cccc3C)ccc21	-1	6	4	-6	-23	8	-5	-3	-2
Cc1cccc2c(=O)cc(C)n(CC(=O)N3CCOCC3)c12	-2	2	4	4	-8	-4	4	-2	4
Cc1ccc(C2=C(CC(=O)O)C(=O)CC2)cc1	5	0	6	2	-16	12	-6[fluorescence artefact?]	0	17
O=c1c(C=NCc2cccnc2)c(C(F)(F)F)[nH]n1-c1nc2ccccc2s1	nt	25	-4	-5	-3	6	-5	-1	nt
CCN(CC)/C(=N/O)NC(=O)NS(=O)(=O)c1ccc(C)cc1	0	-5	4	3	2	-2	-4	4	3
CCc1c(O)nc(SCC(=O)N2CCOCC2)n(-c2ccccc2)c1=O	0	0	9	16	34	0	4[fluorescence artefact?]	4	2
Cc1ccc(-c2nc(N/N=C/c3ccccc3[N+](=O)[O-])c3ccccc3n2)cc1	-1	56*	0	2	6	15	48[fluorescence artefact?]	0	3
CC(C(=O)Nc1ccc([N+](=O)[O-])cc1)N1CCN(C/C=C/c2ccccc2)CC1 (centres undefined)	1	1	4	1	-3	10	-10[fluorescence artefact?]	1	-2
COc1cccc(NC(=S)NN2CCN(C)CC2)c1	1	0	1	-1	-4	19	-10[fluorescence artefact?]	0	-1
O=C(O)CCCC(=O)Nc1ccc(Br)cc1C(=O)O	-3	-1	3	4	-12	10	-3	-2	6

Other structures
SMILES	Runt-CBFb FRET	Hck-Nef inh	FXIa inh 1536	thrombin 1536	KLK5 inh	FXIIa inh 1536	14-3-3 Bad PPI	Wee1 degr inh	Runt-SMMHC FRET
c1ccc(COc2ccccc2CNC23CC4CC(CC(C4)C2)C3)cc1	-1	-8	-6	0	-11	-2	-5	0	-2
COc1c(/C=N/NC(N)=S)c(C)nn1-c1ccccc1	-2	4	5	-4	-17	4	-13	1	-1
O=C(c1ccccc1F)N(Cc1ccc2c(c1)OCO2)Cc1cc2cc3c(cc2n2nnnc12)OCO3	-2	1	6	2	-8	23	0	-1	-5
CCOc1ccccc1NC(=O)CSc1nccn1-c1ccccc1	-1	10	11	32	28	2	-5	-3	-3
COC(=O)c1[nH]c2cc(OC)ccc2c1N	-3	2	-5	1	-31	6	-22	-2	-2
Cn1cccc1C(=O)C(=O)Nc1ccccc1	1	1	9	5	-18	14	-22	-2	2
COc1cccc(OC)c1C(=O)Nc1nc2ccc(S(C)(=O)=O)cc2s1	-2	2	14	38	22	33	-6	0	3
O=C1CSC(c2cccc(F)c2)N1c1ccccc1F (centres undefined)	2	-9	8	-1	-8	-3	-10	-1	-5
CCOc1cc(/C=N/NC(=O)CSc2cccc3cccnc23)ccc1O	1	29	0	-9	-2	9	-21	3	2
Cc1ccc(-c2nc3ccc(NS(=O)(=O)c4ccccc4)cc3[nH]2)o1	2	0	-7	-8	-1	-5	1[fluorescence artefact?]	1	-14
Cc1cc2c3nonc3ccc2n1-c1ccccc1	0	0	4	4	4	15	8	-4	6

Source: PubChem
